Bioassay records from PubChem BioAssay.
NadD block = inhibitors of S. aureus NadD, primary screen, biochemical, colorimetric, uHTS | Nicotinate-nucleotide adenylyltransferase NadD (Staphylococcus aureus N315) | purified NadD enzyme, colorimetric absorbance read-out | inhibition, % at 20 µM | 0.78% of 360,000 active; in the data active = inhibition above about 26%; also: some compounds past the cut are filed as inactive
STEP block = STEP phosphatase inhibitors, primary screen, biochemical, fluorescence intensity, uHTS. recombinant STEP, OMFP fluorogenic substrate. inhibition, % at 20 µM. Tyrosine-protein phosphatase non-receptor type 5 (Homo sapiens), P54829. 0.25% of 360,000 active;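 active = inhibition at 20 µM, scaled per plate between control wells, above about 37%, limit read from the data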;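 also: 0% = DMSO with enzyme and substrate and 100% = substrate only without enzyme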
Target sequence (P54829 whole entry, looked up): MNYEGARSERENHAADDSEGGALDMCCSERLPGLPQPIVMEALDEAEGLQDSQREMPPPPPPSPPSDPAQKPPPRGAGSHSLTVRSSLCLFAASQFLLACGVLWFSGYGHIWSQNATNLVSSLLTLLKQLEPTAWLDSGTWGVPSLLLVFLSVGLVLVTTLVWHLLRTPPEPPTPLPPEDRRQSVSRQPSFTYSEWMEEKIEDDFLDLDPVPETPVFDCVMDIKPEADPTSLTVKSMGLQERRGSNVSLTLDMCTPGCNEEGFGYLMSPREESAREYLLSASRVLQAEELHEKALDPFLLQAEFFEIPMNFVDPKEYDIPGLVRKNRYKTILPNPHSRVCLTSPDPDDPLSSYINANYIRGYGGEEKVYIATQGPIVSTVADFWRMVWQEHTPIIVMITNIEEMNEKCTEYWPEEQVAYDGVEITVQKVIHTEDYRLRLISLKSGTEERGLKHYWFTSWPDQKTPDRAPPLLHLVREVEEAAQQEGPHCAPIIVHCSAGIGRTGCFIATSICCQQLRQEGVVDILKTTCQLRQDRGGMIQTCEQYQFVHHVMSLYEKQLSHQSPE
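System: isolated STEP enzyme; schedule: 20 min enzyme reaction at room temperature, protected from light; medium: Bis-Tris buffer pH 6.0, 2.5 mM DTT, 0.005% Tween 20; signal: fluorescence, 480/540 nm; dosing: single compound dose of 20 µM, 1% DMSO final; also added: OMFP substrate, 25 µM final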
Tb MetRS inh = T. brucei MetRS inhibitors, primary screen, biochemical, luminescence. methionyl-tRNA synthetase (Trypanosoma brucei brucei). purified T. brucei MetRS, ATP depletion, Kinase-Glo luminescence. inhibition, % at 11.9 µM. 0.4% of 360,000 active;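 active = inhibition above a per-plate cutoff of the control wells' mean inhibition plus 3 SD, cut at about 5.5% in these data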;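 also: 0% = DMSO wells median and 100% = median of wells with control inhibitor compound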
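Assay system: T. brucei methionyl-tRNA synthetase, purified | Medium: HEPES buffer with MgCl2, KCl, DTT, spermine, BSA, pyrophosphatase | Compound: 11.9 µM single point | Incubation: 15 min enzyme-compound preincubation, 2 h reaction, 10 min detection, 25 °C | Measured by: Kinase-Glo luciferase luminescence reporting remaining unconsumed ATP | Measure: % inhibition normalized to control-well medians | Replication: Singlicate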
Scp1 inh = Scp-1 phosphatase inhibitors, primary screen, biochemical, colorimetric, uHTS; inhibition, % at 20 µM; Carboxy-terminal domain RNA polymerase II polypeptide A small phosphatase 1 (Homo …; Recombinant Scp1, phosphopeptide, malachite green phosphate absorbance; 0.88% of 340,000 active;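 active = inhibition above about 50% at 20 µM, limit read from the data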;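 also: plate controls were DMSO wells with enzyme for no effect and wells lacking enzyme for full effect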
Target sequence (Q9GZU7 76-261 limits assumed): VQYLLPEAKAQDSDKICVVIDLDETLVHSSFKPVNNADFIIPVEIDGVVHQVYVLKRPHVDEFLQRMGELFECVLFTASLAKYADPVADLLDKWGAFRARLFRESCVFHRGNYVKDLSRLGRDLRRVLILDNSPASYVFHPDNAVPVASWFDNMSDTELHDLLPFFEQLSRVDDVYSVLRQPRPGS
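System: truncated SCP-1 phosphatase (76-261aa); medium: Tris acetate buffer pH 5.5 with MgCl2 and Tween-20; incubation: 45 min room-temperature reaction, 5 min colour, 30 min stabiliser; compound: single 20 µM dose, 1% DMSO; reagent: Phosphorylated 17-residue peptide substrate; read-out: % inhibition at 20 µM; technique: colorimetric free-phosphate detection, absorbance 630 nm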
SKN-1 inh = suppressors of acrylamide-induced Pgst-4::GFP reporter in worms, primary screen, SKN-1 inhibitor project, whole organism, uHTS, GFP/RFP fluorescence ratio, strain VP596 | C. elegans VP596 Pgst-4::GFP/RFP ratio, 24 h | inhibition, % at 21.8 µM | 0.49% of 360,000 active;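 active = interference check ratio from 0.5 to 1.5 plus GFP to RFP signal ratio inhibition reaching or exceeding a fixed threshold, cut at about 30% in these data, passing the limit was not always enough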; also: some compounds called inactive have numbers as strong as hits
LMPTP block = LMPTP phosphatase inhibitors, primary screen, biochemical, fluorescence intensity, uHTS. Low molecular weight phosphotyrosine protein phosphatase (Homo sapiens), P24666. recombinant LMPTP-A, OMFP fluorogenic substrate. inhibition, % at 20 µM. 0.22% of 360,000 active;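 active = compounds that cut the enzyme signal by at least half of the control window in the single-dose screen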;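 also: plate controls were DMSO wells with enzyme plus substrate for no effect and substrate without enzyme for full effect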
Target sequence (P24666 whole entry, looked up): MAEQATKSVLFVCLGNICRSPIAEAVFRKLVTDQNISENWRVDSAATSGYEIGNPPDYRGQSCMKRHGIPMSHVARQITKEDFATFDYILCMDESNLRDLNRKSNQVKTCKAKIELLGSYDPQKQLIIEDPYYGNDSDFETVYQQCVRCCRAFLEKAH
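test system = LMPTP-A | amount = 0.625 nM LMPTP-A final | reagent = fluorogenic phosphatase substrate OMFP at 400 µM final | incubation = 50 min at room temperature | benchmarks = no-enzyme low control, uninhibited high control | medium = Bis-Tris pH 6.0, DTT, detergent | signal = fluorescence intensity of OMFP turnover product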
NRP1-CendR mod = modulators of CendR peptide binding to NRP-1, primary screen, biochemical, fluorescence polarization, uHTS | FAM-RPARPAR peptide binding to NRP-1 | inhibition, % at 25 µM | AID 602438, 2012 | 0.85% of 360,000 active;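 active = inhibition or corrected inhibition above about 18%, plus a signal ratio from 0.5 to 1.5, limit read from the data, passing the limit was not always enough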; also: strong numbers were not always called active
DNMT1 inh = human DNMT1 methyltransferase inhibitors, primary screen, biochemical, molecular beacon, fluorescence, HinP1I cleavage, uHTS; DNA (cytosine-5)-methyltransferase 1 (Homo sapiens), P26358; inhibition (reported as % activation of signal), % at 10 µM; 0.83% of 360,000 active; AID 588458, 2011; in the data active = inhibition above about 50%
SUMO1 PPI mod = modulators of SUMO1 protein-protein interactions, primary screen, biochemical, uHTS. SUMO1 binding to a labelled peptide, TR-FRET, 1 h. inhibition, % at 20 µM. 0.33% of 360,000 active; in the data active = inhibition above about 37%
Target sequence (P63165 whole entry, looked up): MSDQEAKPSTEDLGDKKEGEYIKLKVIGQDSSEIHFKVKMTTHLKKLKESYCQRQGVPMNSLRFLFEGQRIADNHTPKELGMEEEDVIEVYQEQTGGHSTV
Neddylation inh = inhibitors of cullin neddylation, primary screen, biochemical, TR-FRET, uHTS, NAE and Ubc12. NEDD8-conjugating enzyme Ubc12 (Homo sapiens) + NEDD8-activating enzyme E1 regulatory …. calls only at 25 µM. 0.58% of 360,000 active. AID 651699, 2012; in the data active = inhibition above about 36%
Active calls of the source: *; i = inactive; . = not tested or not shown.

1) COCc1nn2c(N)c(C#N)cnc2c1-c1ccccc1
2) O=C(CN1C(=O)CSc2ccc(S(=O)(=O)N3CCOCC3)cc21)NCc1ccc(F)cc1
3) Cc1ccc(C(=O)Nc2ccccc2-c2ccccc2)cc1S(=O)(=O)Nc1cccc(C)c1C
4) Cc1ccc(NC(=O)CSc2nnnn2C2CCCC2)cc1S(=O)(=O)N1CCOCC1
5) CCOC(=O)c1c[nH]c2c3c(ccc2c1=O)CCCC3
6) COc1ccc(Cl)cc1NC(=O)CN(C)S(=O)(=O)c1cccs1
7) O=C(CCNC(=O)c1ccccc1Cl)Nc1ccc2c(c1)OCO2
8) COc1ccccc1CC(=O)Nc1cccc2c1CCCC2

screen / no.	1	2	3	4	5	6	7	8
NadD block	0	-3	6	5	4	-4	8	-1
STEP block	2	-2	-1	-2	-3	-1	3	-4
Tb MetRS inh	-0.4	0.5	0.3	-0.5	-0.8	-0.2	-0.5	-1.0
Scp1 inh	-9	-6	-17	-7	-3	-9	-4	-37
SKN-1 inh	15	0	-2	-4	-6	2	16	2
LMPTP block	0.8	-0.9	3.5	0.0	0.6	0.2	-1.0	-1.7
NRP1-CendR mod	3	3	4	6	-20	-10	-16	7
DNMT1 inh	-3	0	-1	2	-1	0	1	1
SUMO1 PPI mod	2	4	7	0	7	0	4	0
Neddylation inh	i	i	i	i	i	i	i	i

9) C/C(N)=C(/C#N)C(=O)CSc1nnnn1-c1ccc(C)cc1C
10) C=CC[C@@H](CC(=O)N(CCO)Cc1ccccc1)C(=O)N[C@H](COC(=O)[C@H](CC=C)CC(=O)OC(C)(C)C)Cc1c[nH]c2ccccc12
11) Cc1cccc(CS(=O)(=O)Cc2ccc(C(=O)NCCc3ccccc3)o2)c1
12) COc1ccc(C(=O)Nc2ccc(Cn3ccnc3)cc2)cc1OC
13) COc1cc(NS(=O)(=O)c2ccc(NC(=S)NC(=O)c3ccc(Br)cc3)cc2)ncn1
14) CC(=O)Nc1ccc(S(=O)(=O)N(C)CC(=O)OCC(=O)N2CC(C)OC(C)C2)cc1 (stereo not drawn)
15) COc1ccc(CNC(=O)c2cc(=O)c3cc(C)c(C)cc3o2)cc1
16) COc1ccc(-c2nc(CS(=O)(=O)CC(=O)NC3CCC(C)CC3)c(C)o2)cc1 (stereo not drawn)

screen / no.	9	10	11	12	13	14	15	16
NadD block	-1	-5	-8	-4	17	-6	-7	2
STEP block	2	0	1	0	3	-1	4	0
Tb MetRS inh	-0.4	0.7	-0.6	-0.5	-0.2	-0.3	-0.8	-0.1
Scp1 inh	6	-20	-3	-2	-4	-1	8	3
SKN-1 inh	-9	-2	11	1	-3	-2	-10	3
LMPTP block	0.6	5.8	-0.2	1.4	1.2	2.3	0.7	-0.9
NRP1-CendR mod	-4	-10	5	3	-8	5	-7	4
DNMT1 inh	0	-14	-1	3	-1	0	2	-4
SUMO1 PPI mod	3	-1	-1	5	2	1	6	3
Neddylation inh	i	i	i	i	i	i	i	i

17) COC(=O)c1ccccc1NC(=O)CN1CCN(Cc2ccccc2)CC1
18) CC(C)(C)c1ccc(NC(=O)CCNC(=O)c2ccco2)cc1
19) CCOc1ccccc1N(C(=O)Nc1ccc(Cl)cc1)C1=NCCS1
20) Nc1ncc([N+](=O)[O-])c(Oc2ccccc2F)n1
21) CCCC(=O)Nc1sc(C)c(-c2ccc(C(C)CC)cc2)c1C#N (stereo not drawn)
22) CCc1nc2ccccc2c(=O)n1NC(=O)c1c(O)c2ccccc2[nH]c1=O
23) C[C@@H]1CN([C@@H](C)CO)C(=O)c2cc(C#Cc3ccccc3)cnc2O[C@H]1CN(C)C(=O)c1ccccc1F
24) S=C(Nc1ccccc1)Nc1nc2ccccc2n1CCOc1ccccc1

screen / no.	17	18	19	20	21	22	23	24
NadD block	-6	1	-3	-5	-1	11	-10	5
STEP block	-1	1	-3	-2	1	2	4	4
Tb MetRS inh	-0.5	-0.2	0.1	-0.2	0.2	-0.7	0.1	18*
Scp1 inh	-4	-10	-7	-11	0	-11	.	-5
SKN-1 inh	-4	2	3	-22	4	10	3	41*
LMPTP block	-1.6	-0.7	-0.6	-1.3	-1.2	0.3	-1.5	3.2
NRP1-CendR mod	-3	-8	-8	5	-8	-2	-5	3
DNMT1 inh	-3	3	1	5	3	5	1	-14
SUMO1 PPI mod	3	4	1	-23	0	16	5	0
Neddylation inh	i	i	i	i	i	i	i	i

25) CC1Sc2ccc(C(=O)NCc3ccccc3Cl)cc2NC1=O (stereo not drawn)
26) O=C(CCCN1C(=O)c2ccccc2C1=O)Nc1ccc(S(=O)(=O)N2CCCCC2)cc1
27) COc1ccc(NC(=O)c2ccco2)cn1
28) Cc1nc(-c2cc(C#N)c(=O)[nH]c2C)cs1
29) c1ccc(CCSc2nccn2-c2ccccc2)cc1
30) COc1ccc(NS(=O)(=O)c2cc(NC(=O)c3cnccn3)ccc2N2CCCC2)cc1
31) CCn1cnc2cc(NCc3cccs3)ccc21
32) CCOC(=O)N1CCN(C(=O)CSCc2ccccc2Cl)CC1

screen / no.	25	26	27	28	29	30	31	32
NadD block	-3	1	0	-6	-3	-5	-4	-3
STEP block	-5	2	-1	0	6	-2	-4	0
Tb MetRS inh	-0.6	-0.8	-0.7	4.1	-0.7	-0.7	0.0	0.4
Scp1 inh	0	-6	-3	-10	-6	-5	-7	-1
SKN-1 inh	1	8	25	10	19	-3	-19	2
LMPTP block	-1.8	-0.5	-0.9	-1.6	0.7	-0.1	0.7	-0.3
NRP1-CendR mod	-1	14	26*	3	0	-20	10	4
DNMT1 inh	1	2	-2	-3	1	3	-2	-2
SUMO1 PPI mod	4	-9	2	0	-3	0	-4	4
Neddylation inh	i	i	i	i	i	i	i	i

33) COc1cccc(OC)c1C(=O)Nc1cccc(-c2ccc(N3CCOCC3)nn2)c1
34) CCOC(=O)N1CCN(S(=O)(=O)c2ccc(C(=O)NNc3nc4c(C)cc(C)cc4s3)cc2)CC1
35) Cc1ccccc1C(=O)Nc1ccccn1
36) CNC(=O)c1ccc(Nc2nnc(C)c3ccccc23)cc1
37) Cc1c(C)n2c(SCC(=O)Nc3cccc4ccccc34)nnc2[nH]c1=O
38) Cc1nn(-c2ccccn2)c2nc(-c3cccs3)cc(C(=O)N3CCOCC3)c12
39) O=C(Nc1ccccc1-c1ccccc1)c1cc(C(F)(F)F)cc(C(F)(F)F)c1
40) Cc1cc2[nH]c(=O)c(=O)[nH]c2cc1S(=O)(=O)NCc1ccccc1

screen / no.	33	34	35	36	37	38	39	40
NadD block	-2	15	9	-2	-1	2	-8	3
STEP block	-2	1	-2	0	0	1	0	2
Tb MetRS inh	-0.7	0.0	-0.1	-1.4	-0.5	-0.3	-0.1	0.0
Scp1 inh	3	-8	1	-2	-1	-3	-5	-2
SKN-1 inh	-29	17	-12	-4	13	-3	7	11
LMPTP block	0.2	0.1	-1.9	-0.7	1.5	0.1	0.2	-0.8
NRP1-CendR mod	10	4	-4	13	7	0	1	3
DNMT1 inh	-5	-11	-4	4	0	0	5	0
SUMO1 PPI mod	-4	3	-5	-1	4	-8	0	2
Neddylation inh	i	i	i	i	i	.	i	.

5 entries picked at random from those above:
40) Cc1cc2[nH]c(=O)c(=O)[nH]c2cc1S(=O)(=O)NCc1ccccc1
39) O=C(Nc1ccccc1-c1ccccc1)c1cc(C(F)(F)F)cc(C(F)(F)F)c1
33) COc1cccc(OC)c1C(=O)Nc1cccc(-c2ccc(N3CCOCC3)nn2)c1
36) CNC(=O)c1ccc(Nc2nnc(C)c3ccccc23)cc1
38) Cc1nn(-c2ccccn2)c2nc(-c3cccs3)cc(C(=O)N3CCOCC3)c12

screen / no.	40	39	33	36	38
NadD block	3	-8	-2	-2	2
STEP block	2	0	-2	0	1
Tb MetRS inh	0.0	-0.1	-0.7	-1.4	-0.3
Scp1 inh	-2	-5	3	-2	-3
SKN-1 inh	11	7	-29	-4	-3
LMPTP block	-0.8	0.2	0.2	-0.7	0.1
NRP1-CendR mod	3	1	10	13	0
DNMT1 inh	0	5	-5	4	0
SUMO1 PPI mod	2	0	-4	-1	-8
Neddylation inh	.	i	i	i	.

The list continues:
41) CN(C)CCN(C(=O)c1ccc2c(c1)OCCO2)c1nc2cc3c(cc2s1)OCO3
42) COc1ccc(OCCC(=O)c2ccc(OC)cc2)cc1
43) CCn1c(SCC(=O)N2CCOCC2)nc2sc3c(c2c1=O)CCCC3
44) COc1ccc(C(NC(=O)c2cc(OC)ccc2OC)c2ccccc2)cc1 (stereo not drawn)
45) CSc1cccc(NC(=O)Nc2nc3c(C)cccc3s2)c1
46) Cc1ccc(N2CCN(CC3CC=CCC3)CC2)cc1 (stereo not drawn)
47) COc1ccc(NC(=O)c2cc(-c3ccco3)nc3ccccc23)cc1
48) O=C(NCCc1ccccn1)c1c(-c2ccccc2)sc2ccccc12
49) CC(C)CC#Cc1ccc2c(c1)O[C@H](CN(C)C(=O)Nc1ccccc1)[C@@H](C)CN([C@H](C)CO)S2(=O)=O
50) COc1ccc(CNc2cc(NCCCO)c([N+](=O)[O-])c3nonc23)cc1
51) COc1ccc(NC(=S)NCc2ccc(S(N)(=O)=O)cc2)c(OC)c1

screen / no.	41	42	43	44	45	46	47	48	49	50	51
NadD block	-2	-9	-6	-3	2	-4	6	-3	2	-2	0
STEP block	0	1	-4	3	-1	-7	8	-3	-3	1	2
Tb MetRS inh	-0.2	-0.9	-0.8	0.0	-1.7	-0.1	-0.2	-0.4	-1.2	-0.4	-0.9
Scp1 inh	0	-21	-12	-10	-14	-4	45	0	.	-8	-1
SKN-1 inh	0	-8	6	10	12	7	3	7	5	8	-7
LMPTP block	-0.3	0.8	-1.8	1.7	1.3	-2.4	3.2	-1.2	-1.6	1.1	0.2
NRP1-CendR mod	25*	5	4	6	11	-6	-7	-7	-10	11	-13
DNMT1 inh	2	1	2	-1	9	0	12	8	5	-5	-4
SUMO1 PPI mod	3	0	-1	1	5	-1	-1	-7	1	-3	-1
Neddylation inh	i	i	i	i	i	i	i	i	i	i	i
